Assay outcomes as filed in PubChem.
CCT modulator – changes cytosolic chaperonin activity; AID 651819; 360,000 compounds, 0.3% hits; activity change, % (concentration not given with the values), hits read low; purified chaperonin ATPase assay, HTRF ADP detection, 30 min; in the data active = activity change below about -30%; note: % is set by controls: 0 for no effect and ±100 for the full control effect
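Enzyme 40 or 20 nM (batch-dependent) in Tris pH 7.4/KCl/MgCl2/DTT; cpd 76 uM single point; ATP 10 uM; 30 min 37 °C; Transcreener ADP HTRF detection, 30 min RT; ratio 665/615.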
EPAC2 antag – EPAC2 (human) antagonism; Q8WZA2; EPAC2 GEF exchange of Rap1B-BODIPY-GDP, fluorescence; Potency, µM (highest dose often 114 µM), for inactives: top-dose activity, negative = inhibition, most hits filed as inhibitors; 360,000 compounds, 0.18% hits; note: potency is the fitted concentration of half-maximal effect; % is set by controls: 0 for no effect and ±100 for the full control effect; nearly all actives have a fitted effect of over 45% in size; many of its hits are not listed in these tables
Target sequence (Q8WZA2 whole entry, looked up): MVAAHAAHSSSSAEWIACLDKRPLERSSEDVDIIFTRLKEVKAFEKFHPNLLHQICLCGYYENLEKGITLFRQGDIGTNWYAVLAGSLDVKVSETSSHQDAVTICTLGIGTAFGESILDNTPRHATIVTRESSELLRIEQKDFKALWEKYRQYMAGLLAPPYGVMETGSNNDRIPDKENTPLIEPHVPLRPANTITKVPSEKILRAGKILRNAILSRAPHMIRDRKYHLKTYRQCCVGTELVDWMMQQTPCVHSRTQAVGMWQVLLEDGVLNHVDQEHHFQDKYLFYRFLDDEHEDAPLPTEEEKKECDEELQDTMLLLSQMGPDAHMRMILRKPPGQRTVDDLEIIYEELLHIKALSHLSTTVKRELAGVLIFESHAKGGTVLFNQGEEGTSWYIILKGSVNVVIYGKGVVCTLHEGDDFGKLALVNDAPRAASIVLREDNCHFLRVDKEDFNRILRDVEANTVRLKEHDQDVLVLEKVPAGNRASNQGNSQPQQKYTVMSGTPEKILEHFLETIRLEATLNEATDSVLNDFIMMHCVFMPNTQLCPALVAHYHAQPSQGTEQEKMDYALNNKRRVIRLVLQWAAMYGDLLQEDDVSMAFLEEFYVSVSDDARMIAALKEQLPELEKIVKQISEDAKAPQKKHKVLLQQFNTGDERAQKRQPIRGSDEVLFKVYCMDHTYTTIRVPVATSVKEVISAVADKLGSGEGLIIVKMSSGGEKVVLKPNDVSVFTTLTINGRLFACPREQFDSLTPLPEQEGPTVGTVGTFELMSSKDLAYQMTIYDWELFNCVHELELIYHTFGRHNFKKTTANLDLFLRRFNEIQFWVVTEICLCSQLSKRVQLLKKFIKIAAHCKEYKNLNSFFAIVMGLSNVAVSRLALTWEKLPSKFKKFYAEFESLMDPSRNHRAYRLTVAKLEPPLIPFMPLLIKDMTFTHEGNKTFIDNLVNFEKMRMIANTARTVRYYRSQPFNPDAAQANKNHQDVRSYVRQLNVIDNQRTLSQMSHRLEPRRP
Mm-Cpn inhibitor – inhibitors of Methanococcus maripaludis chaperonin (MmCpn) | purified Mm-Cpn ATPase, ADP Transcreener TR-FRET | Potency, µM (top dose mostly 76.9 µM), for inactives: at the top dose activity, negative = inhibition, actives largely listed as inhibitors | 330,000 compounds, 0.031% hits | AID 504842; note: potency is the fitted concentration of half-maximal effect; % is set by controls: 0 for no effect and ±100 for the full control effect; nearly all actives have a fitted effect of over 80% in size
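Eu-cryptate anti-ADP/ADP-d2 competition gives a ratio inversely related to ADP. Enzyme at 25 nM was pre-exposed to compound for 10 min, then given 10 uM ATP for 30 min, 37°C throughout.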
DRD3 antagonist – D3 dopamine receptor (human) antagonism | D3R cells, DiscoveRx beta-arrestin luminescence, antagonist mode; hits give low values | 360,000 compounds, 2.5% hits | P35462 | max response, negative = inhibition, %; in the data active = max response below about -50%; inconclusive = no clear call, values can overlap the other calls; note: % is set by controls: 0 for no effect and ±100 for the full control effect; mostly tested at two doses, the higher about 12 µM
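Cells expressing the human receptor were seeded at 1500 cells/well, incubated overnight at 37 degrees C in 5% CO2, then exposed to library compounds with dopamine controls for 90 minutes at 37 degrees C before luminescent detection.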
D3 ag – activates the human D3 dopamine receptor. P35462. D3R DiscoveRx beta-arrestin cells, luminescence, 90 min. max activation, %. 410,000 compounds, 0.58% hits. AID 652048; in the data active = max activation above about 30%; note: 0% is about no effect; mostly tested at two doses, the higher about 12 µM
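Agonist mode: compounds and dopamine controls were applied to plated cells for 90 min at 37 degrees C after an overnight attachment at 1500 cells/well. Luminescent read-out followed 30 - 60 minutes at room temperature with DiscoveRx detection reagent.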
PTHR1 ag – PTHR1 (human) receptor agonism. 410,000 compounds, 0.075% hits. Potency, µM (top dose mostly 115 µM), inactives show top-dose activation, most hits filed as activators. HEK293 GP2 PTHR1 cells, GloSensor cAMP luminescence, 1 h; note: potency is the fitted concentration of half-maximal effect; nearly all actives have a fitted effect of over 55% in size; some results filed as inactive show a strong effect at the top dose; inactives centre near -15; many of its hits are not listed in these tables
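HEK-293-derived GP2 cells expressing PTHR1 and a GloSensor cAMP reporter, 3,000/well, plated overnight, given luciferin plus IBMX (each 0.5 mM as added) for 1 h at 37 °C, then compound for 1 h at 37 °C. Luminescence was read after 15 min at room temperature.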
EPAC2 ag – activates human EPAC2 exchange factor | 360,000 compounds, 0.079% hits | Potency, µM (highest dose often 154 µM), for the others: at the top dose activation, actives largely listed as activators | EPAC2 activation, biochemical qHTS; response scale: 100% = 6.5 mM cAMP response; note: potency is the fitted concentration of half-maximal effect; nearly all actives have a fitted effect of over 50% in size
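Compounds were added across a concentration range to EPAC2 (100 nM), RAP1B-BODIPY-GDP (250 nM) and GDP (50 uM). After 5 min at room temperature, fluorescence was recorded at 5-min intervals for 30 min.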
pAkt inh – inhibitors of Akt phosphorylation; 360,000 compounds, 0.32% hits; Neuro2A IGF-stimulated pAkt S473 HTRF, 20 min; hits give low values; AID 651550; activity change, % for hits at 50 µM; in the data active = activity change below about -80%; inconclusive = mostly about -51% to -80%; note: % is set by controls: 0 for no effect and ±100 for the full control effect
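Neuro2A cells (4,500/well, DMEM with 0.5% FBS) were treated with compound at a single 50 µM final concentration, stimulated with 6 nM IGF for 20 min at 37 °C, and lysed. Phospho-Akt Ser473 was read by HTRF as 665/615 ratio ×10^4.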
The depositor's hits bear a star; i = inactive; ? = inconclusive; . = no result given; [ ] = dose if it differs, or a comment. Unless noted, calls come from the whole dose curve; as a rule, active = well fitted curve in the direction sought with a large enough effect; inconclusive = small, poorly fitted or top-dose-only effect, or another doubt; inactive = no such curve, though single readings can be large; an effect the other way counts as inactive or inconclusive. Not all compounds are listed; count on the stated rates, not on these rows.

SMILES	CCT modulator	EPAC2 antag	Mm-Cpn inhibitor	DRD3 antagonist	D3 ag	PTHR1 ag	EPAC2 ag	pAkt inh
CCCCc1cc(=O)oc2c(C)c(OCC(=O)NCCN3CCOCC3)ccc12	1.1	-16%	-1%	-13	-5	20%	-1%	i
C=C(C)C(=O)Nc1cccc(C(C)=O)c1	0.5	19%	0%	28	-4	-67%[inhibitor]	2%	i
CCOC(=O)CC(NC(=O)c1ccc(C)cc1)c1ccc(OC)cc1 (stereo not given)	-0.2	-1%	4%	0	8	i	3%	i
CC1=C(C(=O)Nc2cccc(C(=O)NC3CCCCC3C)c2)SCCO1 (stereo not given)	0.3	3%	-12%	-2	-4	-23%	3%	i
NC(=O)C1CCN(C(=O)C2CCC(=O)N(Cc3ccc(Cl)cc3)C2)CC1 (stereo not given)	-0.4	-5%	.	4	1	i	5%	i
C1=C(c2cccc3ccccc23)N2CCN=C2S1	-2.4	2%	-1%	-4	-3	-5%	10%	i
COc1ccc(Oc2ccccc2C=O)cc1	2.8	10%	1%	-24	-4	i	1%	i
Clc1ccc(-n2nnnc2SCc2cn3ccccc3n2)cc1	-1.9	8%	1%	-12	1	i	-4%	i
COc1ccc(CN2CCC(C(=O)c3cccc(Cl)c3)CC2)cc1	-0.1	-1%	-2%	-27	-17	-22%	5%	i
COc1ccc(OCC(=O)N2CCN(S(=O)(=O)c3ccc(Cl)cc3)CC2)cc1	-3.9	15%	-1%	-18	-5	-21%[57.5 µM]	8%	i
O=C(COc1cc(F)ccc1[N+](=O)[O-])Nc1ccc(N2CCOCC2)cc1	-3.1	6%	-5%	12	6	-1%	-10%	i
O=C1C=C(c2cccc(Br)c2)C[C@@H](c2ccc3c(c2)OCO3)C1	-1.1	1%	-6%	-13	5	i	6%	i
Cc1sc2ncn(CCn3cnc4sc(C)c(C)c4c3=O)c(=O)c2c1C	-1.1	8%	-3%	15	5	-18%[57.5 µM]	-25%	i
O=C(O)c1ccc(Cn2cnc3c(=O)[nH]cnc32)cc1	-1.1	0%	.	-8	0	i	6%	i
Cc1cc(NC(=O)CSc2nnc(-c3cccnc3)n2C)no1	0.7	-5%	0%	5	-1	-1%[57.5 µM]	11%	i
CCOc1ccc(S(=O)(=O)NCCC(=O)OCC(=O)N2CC(=O)Nc3ccccc32)cc1	-0.3	-6%	1%	4	3	i	6%	i
Cc1ccccc1NC(=S)NCCc1ccccn1	0.2	0%	2%	-7	2	i	12%	i
Oc1ccccc1C(=S)N1CCCCC1	-2.6	10%	0%	-14	3	-13%[57.5 µM]	2%	i
Cc1c(C(=O)NCc2ccccn2)oc2c(Cl)cccc12	-0.3	-6%	1%	12	0	-15%	8%	i
O=C1CC(c2ccco2)CC(O)=C1C=NCCN1CCN(C(=S)Nc2ccccc2)CC1 (stereo not given)	-0.7	0%	1%	-23	-17	-28%	3%	i
O=C(Nc1ccc(Cl)cc1)Nc1ccc(Oc2cccnc2)nc1	-0.7	3%	-1%	3	5	-55%[inhibitor]	3%	i
Cc1ccc(S(=O)(=O)N2CC3(O)CN(C(=O)OC(C)C)N(C(=O)OC(C)C)CC3(OC(=O)NCc3ccccc3F)C2)cc1 (stereo not given)	-6.3	-15%	.	54	2	i	-15%	i
CCN1CCCC1CNC(=O)c1cc2c(OC)cccc2[nH]1 (stereo not given)	-0.5	-1%	-3%	-17	-5	i	6%	i
O=C(c1cn(Cc2ccccc2)nc1-c1cccnc1)N1CCN(Cc2ccccc2)CC1	-0.2	1%	1%	3	3	-20%	10%	i
O=C(CC1(O)C(=O)Nc2ccccc21)c1ccccc1 (stereo not given)	0.4	8%	-5%	-22	-7	-8%	7%	i

(listing goes on)
SMILES	CCT modulator	EPAC2 antag	Mm-Cpn inhibitor	DRD3 antagonist	D3 ag	PTHR1 ag	EPAC2 ag	pAkt inh
O=C(Cc1ccccc1)Nc1ccc2oc(=O)ccc2c1	-3.1	-2%	-4%	-4	-5	i	8%	i
O=C(NCCc1ccncc1)Nc1ccc(F)cc1	0.0	-3%	-2%	-17	-3	-14%	3%	i
Cc1ccc(S(=O)(=O)N(C)C)cc1NC(=O)c1ccncc1	-2.6	0%	1%	-11	-1	15%	11%	i
COC(=O)[C@]12CCCCC=C1N(Cc1ccc3c(c1)OCO3)C(=O)[C@H](CC(=O)NCCC(C)C)C2	.	-3%	.	30	9	-58%[inhibitor]	-5%	i
CC(Cc1cccnc1)NC(=O)c1ccccc1OC1CCN(S(C)(=O)=O)CC1 (stereo not given)	-0.1	-6%	2%	3	-3	-20%	-8%	i
COc1ccc(NC(=O)CC2C(=O)NCCN2C(=O)c2ccc(Cl)cc2)cc1 (stereo not given)	-1.0	-5%	2%	32	0	-28%	-2%	i
COC(=O)CSc1nc(C)c(C(C)=O)cc1C#N	-0.3	17%	-4%	-19	0	9%[57.5 µM]	-1%	i
Cn1cnnc1SCc1ccccc1[N+](=O)[O-]	-1.6	1%	-4%	5	2	i	3%	i
Cc1noc(C)c1CSCC(=O)OCC(=O)Nc1ccc(OC(F)(F)F)cc1	0.9	-3%	.	6	4	-14%	1%	i
O=C(c1ccccc1)c1nn(-c2ccc(Cl)cc2)cc1C(=O)c1cc2ccccc2oc1=O	-2.1	-8%	-2%	-3	-5	-12%	7%	i
CCOC(=O)Nc1ccc2c(CN3CCN(S(=O)(=O)c4ccc(C(C)C)cc4)CC3)cc(=O)oc2c1	0.8	3%	-2%	-10	2	-95%[inhibitor]	-1%	i
C=C[C@H]1[C@H](OC2OC(CO)C(O)C(O)C2O)OC=C(C(=O)OC)[C@H]1C[C@H]1CC(=O)C[C@H](CC(=O)CCc2ccc(O)cc2)O1 (stereo not given in full)	-2.9	22%	.	1	6	i	-1%	i
S=C(NCC1CCCO1)N1CCN(c2cccc(Cl)c2)CC1 (stereo not given)	1.5	0%	0%	-17	-2	-56%[inhibitor]	5%	i
CCN(CC(=O)Nc1c(F)cccc1F)C(=O)C1CC(=O)N(CCc2ccccc2)C1 (stereo not given)	1.8	2%	1%	12	2	-17%	7%	i
O=C(Oc1ccc2c(=O)c(Oc3ccc4ccccc4c3)coc2c1)c1cncc(Br)c1	-0.4	1%	-2%	-10	-5	-24%	-5%	i
CC(=O)CSc1nc(N(C)C)nc(N(C)C)n1	2.0	12%	-2%	-24	-17	i	0%	i
Oc1ccccc1-c1nc(NCc2ccco2)c2ccccc2n1	1.3	-2%	-15%	13	-1	-11%[57.5 µM]	6%	i
Cc1ccc(C(=O)Nc2ccc(NC(=O)c3ccc(C)o3)cc2)o1	-0.7	-7%	-4%	-5	3	-29%	1%	i
Cc1c(NC(=O)C(C)OC(=O)COc2ccccc2)c(=O)n(-c2ccccc2)n1C (stereo not given)	-3.2	10%	1%	5	2	-23%	-3%	i
COc1ccc(C(c2nnnn2C(C)C)N2CCN(C(=O)c3ccco3)CC2)cc1 (stereo not given)	0.6	-4%	-1%	-8	-13	i	5%	i
NC(=O)CSc1nnc(-c2ccncc2)n1-c1ccc(Cl)cc1	-0.6	1%	2%	15	4	-22%	6%	i
CC1=Nc2ccccc2N=C(NC(=O)c2ccccc2)C1c1ccccc1 (stereo not given)	-3.7	-21%	-1%	-24	-8	i	25%	i
CCC/C(O)=C1\C(=O)CC(C)(C)CC1=Nc1ccc(OC)cc1OC	-1.4	?	1%	-13	-20	-11%[57.5 µM]	-17%	i
Cc1[nH]c2c(C)cccc2c1CC(=O)O	-3.6	10%	-1%	3	2	-18%	1%	i
CC1CCCC(C)N1CCCNC(=O)c1ccc2nc(N3CCCCC3)sc2c1 (stereo not given)	-2.3	9%	-1%	-17	-5	i	6%	i

Following part
SMILES	CCT modulator	EPAC2 antag	Mm-Cpn inhibitor	DRD3 antagonist	D3 ag	PTHR1 ag	EPAC2 ag	pAkt inh
CCc1nnc(SCc2ccc(CSc3nnc(CC)n3N)cc2)n1N	-1.7	7%	0%	1	3	i	-1%	i
Cc1ccc2nc(-c3cccnc3)c(NC3CCCCC3)n2c1	0.0	-3%	-8%	13	5	-17%	4%	i
Cc1cc(C)n(-c2nnc(C)n2/N=C/c2ccccc2O)n1	-0.2	-9%	-1%	17	1	i	9%	i
CCc1ccc(/C=C2\Oc3c(ccc(O)c3CN3CCN(C)CC3)C2=O)cc1	-1.6	4%	-6%	?	3	1%	20%	i
CCCC(=O)N1c2ccc(-c3csc(N)n3)cc2CC1C (stereo not given)	-2.2	-8%	-2%	-6	-1	?	11%	i
Cc1ccc2cc(CN(CC(C)C)S(=O)(=O)c3ccccc3)c(=O)[nH]c2c1	1.3	-5%	0%	13	10	i	9%	i
Cn1c(-c2cccc(Br)c2)cnc1NCc1ccccc1O	-5.8	-2%	-3%	-25	-12	-48%[inhibitor]	11%	i
O=C(Nc1ccc(Cl)cc1C(F)(F)F)c1ccccc1	-6.0	8%	-1%	-24	3	0%	2%	i
COc1ccccc1C(=O)n1nc(C)cc1C	-1.7	9%	1%	5	-1	i	-4%	i
Clc1ccc(-c2nnc(-c3ccccc3)c(-c3c[nH]c4ccccc34)n2)cc1	0.4	0%	-1%	7	3	i	-5%	i
Cc1cc(C(=O)Nc2ccc(N3CCOCC3)c3nonc23)ccc1[N+](=O)[O-]	-0.3	3%	-4%	4	19	-26%	8%	i
CC(C)c1cc(C(=O)N2CCCC(Nc3ccc(F)cc3)C2)n[nH]1 (stereo not given)	-3.1	2%	1%	-14	-6	-30%	6%	i
CCNC(=O)COc1ccc(F)cc1C(=O)c1cnn(-c2ccccc2)c1	-2.1	-2%	-1%	19	-7	-8%	7%	i
CNCc1cc(C)n(-c2cc(S(=O)(=O)N3CCOCC3)ccc2N2CCCC2)c1C	-0.8	-3%	.	-8	-4	-23%	5%	i

Entries shown so far that have a CF3 group (two):
SMILES	CCT modulator	EPAC2 antag	Mm-Cpn inhibitor	DRD3 antagonist	D3 ag	PTHR1 ag	EPAC2 ag	pAkt inh
Cc1noc(C)c1CSCC(=O)OCC(=O)Nc1ccc(OC(F)(F)F)cc1	0.9	-3%	.	6	4	-14%	1%	i
O=C(Nc1ccc(Cl)cc1C(F)(F)F)c1ccccc1	-6.0	8%	-1%	-24	3	0%	2%	i
